# RNase H inhibition: RNase H inhibition, HIV 1 Gag Pol polyprotein, FRET biochemical assay, screening (AID 372); HIV-1 RT RNase H, FRET RNA/DNA substrate fluorescence; higher % means a stronger effect; one-dose inhibition, % at 10 µM; IC50 in µM for titrated hits; 100,000 compounds, 0.77% hits; in the data active means inhibition above about 50%
# * hit, by the source's call; & = joins results of further samples.
structure	RNase H inhibition
O=C(N/N=C/c1cccc([N+](=O)[O-])c1)c1cc(Br)cc(Br)c1O	4%
O=C(Cc1ccc(Cl)cc1)Nc1cc(Cl)c(Cl)cc1Cl	4%
COc1ccccc1C(=O)Nc1cccc(Cl)c1C	0%
O=C(NC(=S)Nc1ccc2oc(-c3ccccc3Cl)nc2c1)c1ccc([N+](=O)[O-])cc1	35%
C/C(=N\NC(=O)CN(c1ccccc1Br)S(C)(=O)=O)c1cccc(NC(=O)c2cccc(Cl)c2)c1	3%
CSCn1c(C)nc2ccccc21	10%
Clc1ccc(OCCCCCCN2CCOCC2)cc1	0%
Cc1ccc(N2C(=O)NC(=O)/C(=C\c3ccccc3Cl)C2=O)cc1C	8%
COc1ccc2c(c1)nc(SCC(=O)c1ccco1)n2C	11%
CN(C)c1ccc(/C=C2/SC(=S)N(CC3CCCO3)C2=O)cc1 (centres undefined)	26%
CCOC(=O)C1=CN(c2ccc(C)c(C)c2)C=C(C(=O)OCC)C1c1ccsc1	19%
COc1ccc(CCNC(=O)COc2ccccc2Cl)cc1	4%
COc1ccc(NC(=O)CN(c2ccc(Cl)c(C(F)(F)F)c2)S(C)(=O)=O)cc1	1%
CN(C)c1ccc(/C=N/NC(=O)C(=O)Nc2cc(Cl)ccc2Cl)cc1	7%
O=C(O)/C=C/c1ccc(S(=O)(=O)N2CCN(CCN3C(=O)C4C5C=CC(C5)C4C3=O)CC2)cc1 (centres undefined)	4%
CC(=O)Oc1c(-c2ccc(Cl)cc2)c2nc3ccccc3nc2c2ccccc12	6%
Cc1cc2nc(-c3ccc(Cl)c(NC(=O)c4ccc([N+](=O)[O-])cc4)c3)oc2cc1C	5%
O=C(c1cc(Cl)ccc1Cl)N1CCOCC1	0%
CCOc1ccc2c(c1)NC(C)(C)c1ssc(=Nc3ccccc3O)c1-2	21%
Cc1ccc(O)c(NC(=S)NC(=O)c2ccc(Cl)cc2)c1	8%
O=C1CCCN1Cc1ncnn1-c1ccccc1	5%
Cc1cccc(OCC(=O)Nc2ccc(Cl)cc2Cl)c1	8%
COc1ccc(Br)cc1C(=O)Nc1cc2nn(-c3ccc(C)cc3)nc2cc1C	0%
C/C(=N/NC(=O)c1ccccc1[N+](=O)[O-])c1ccc(N2C(=O)C3CCCCC3C2=O)cc1 (centres undefined)	23%
Cc1cccc(OCC(=O)N2CCN(c3ccccn3)CC2)c1	5%
CCCCCCNC(=O)Nc1ccccc1	2%
CC(=O)c1cccc(NC(=S)NC(=O)c2ccc(Cl)cc2)c1	0%
CC(Sc1nnc(-c2cccnc2)o1)C(=O)c1ccccc1 (centres undefined)	5%
Cc1sc(NC(=O)/C=C/c2cccc(Cl)c2)nc1-c1ccccc1	12%
O=C1CC(c2ccccc2)CC(O)=C1C=NCc1ccc(Cl)cc1 (centres undefined)	0%
Cc1cccc(C(=O)NC(=S)Nc2ccc3oc(-c4ccc5ccccc5c4)nc3c2)c1	42%
CCCc1ccc(-c2nc(Cc3c(F)cccc3Cl)no2)cc1	13%
CCC(=O)Nc1cc(OC)ccc1OC	1%
O=C(N/N=C/c1cc([N+](=O)[O-])ccc1O)c1ccc(Cl)cc1	2%
Cc1ccc(C)c(NS(=O)(=O)c2c(C(C)C)cc(C(C)C)cc2C(C)C)c1	22%
COc1ccccc1N1CCN(/N=C\c2ccc(OC)c(OC)c2OC)CC1	9%

# Another view of four compounds above:
SMILES: Cc1ccc(O)c(NC(=S)NC(=O)c2ccc(Cl)cc2)c1
  RNase H inhibition: 8%

SMILES: O=C1CCCN1Cc1ncnn1-c1ccccc1
  RNase H inhibition: 5%

SMILES: Cc1cccc(OCC(=O)Nc2ccc(Cl)cc2Cl)c1
  RNase H inhibition: 8%

SMILES: COc1ccc(Br)cc1C(=O)Nc1cc2nn(-c3ccc(C)cc3)nc2cc1C
  RNase H inhibition: 0%

# Additional compounds
structure	RNase H inhibition
Cc1c(N2C(=O)c3ccccc3C2=O)cccc1[N+](=O)[O-]	6%
O=C(Nc1ccc(F)cc1)Nc1ccc(OC(F)(F)F)cc1	7%
CCc1ccc(-n2c(C)cc(/C=C3/NC(=O)NC3=O)c2C)cc1	28%
COC(=O)c1cccc(-n2c(C)cc(/C=C(/C#N)C(=O)Nc3cccc(C)c3)c2C)c1	0%
CC(=O)Oc1ccc(C(=O)Nc2cccc(C(=O)NCC(C)C)c2)cc1	1%
CCOC(=O)c1sc(NC(=O)CN(CC)CC)c(C(=O)OCC)c1C	5%&13%
COc1ccc(OCC(=O)Nc2cc(C)ccc2OC)cc1	0%
CCCC1=C(C(=O)OCC)C(c2ccc(F)c(Br)c2)C(C#N)=C(N)O1 (centres undefined)	0%
Cc1ccc(S(=O)(=O)N2C(=O)/C(=C3\SC(=S)NC3=O)c3ccccc32)cc1	27%
C=CCN1C(=O)/C(=C/c2ccc(N(C)C)cc2)S/C1=N\c1nnc(CC)s1	18%
CC(/C=C/C=C/c1ccccc1)=N\NC(=O)c1cccc(F)c1	41%
Cc1cc(Nc2ccccc2)n(-c2ccc(Br)cc2)n1	12%

# The closing 3 compounds of the part before come first, to join the parts:
structure	RNase H inhibition
C=CCN1C(=O)/C(=C/c2ccc(N(C)C)cc2)S/C1=N\c1nnc(CC)s1	18%
CC(/C=C/C=C/c1ccccc1)=N\NC(=O)c1cccc(F)c1	41%
Cc1cc(Nc2ccccc2)n(-c2ccc(Br)cc2)n1	12%
Cc1ccc([N+](=O)[O-])cc1N1C(=O)c2ccc(Oc3ccc([N+](=O)[O-])cc3)cc2C1=O	3%
O=C(/C=C/c1ccc(F)cc1)Nc1cccc([N+](=O)[O-])c1	0%
CCOC(=O)C1=C(C)OC(N)=C(C#N)C1c1c(C)cc(C)cc1C (centres undefined)	2%
O=C(CCC1CCCCC1)Nc1ccc([N+](=O)[O-])cn1	0%
CC(=O)c1cccc(NC(=O)CSC(=O)c2ccccc2)c1	20%
COc1cc(C)ccc1OCCCOc1ccc(C)cc1[N+](=O)[O-]	15%
CCC(=O)NCCN=Cc1ccc(Cl)cc1Cl	23%
Cc1ccc(-n2nc3ccc(NC(=O)c4ccco4)cc3n2)cc1	11%
Cc1ccc(/C=C2N=C(/C=C/c3ccccc3)OC/2=O)s1	4%
CC1=C(C(N)=O)C(c2ccc(C)cc2)N=C(SCc2ccc(F)cc2)N1 (centres undefined)	3%
CCCC1=NN(c2ccc([N+](=O)[O-])cc2)C(=O)/C1=C\c1cc(OC)c(OC)c(OC)c1	1%
COc1ccc(NC(=S)NC(=O)/C=C/c2ccccc2)c(OC)c1	11%
COc1ccc(C2CC(=O)C(C=Nc3ccc(C)cc3)=C(O)C2)cc1 (centres undefined)	14%
Cn1cccc1CN1CCN(C(=O)c2ccccc2F)CC1	4%
COc1ccc(Oc2coc3cc(OC(=O)c4ccco4)ccc3c2=O)cc1	0%
N#C/C(=C/c1cccc2ccccc12)C(=O)Nc1ccc(O)cc1	26%
O=C(/C=C/Nc1ccc([N+](=O)[O-])cc1)c1ccc(Br)cc1	0%
O=C(/C=C/c1ccco1)Nc1ccccc1C(=O)O	7%
COc1cc(OC)c(/C=C2\C(=O)NC(=S)N(c3cccc(C)c3)C2=O)c(OC)c1	24%
CS(=O)(=O)N(CC(=O)NCCSc1ccc(Cl)cc1)c1ccc(Br)cc1	8%
Cc1ccc2oc(/C=C/c3nc4cc(C)ccc4o3)nc2c1	4%
COc1cc(CNc2ccc(C)c(C)c2)cc(OC)c1OC	10%
Cc1cccc(Nc2nc3ccccc3nc2Nc2cccc(C)c2)c1	21%
CCOC(=O)C1=C(C)N=c2s/c(=C\c3ccc(OCc4cccc5ccccc45)c(OCC)c3)c(=O)n2C1c1ccc(OC)c(OC)c1 (centres undefined)	0%
O=C(Nc1cccc(F)c1)c1ccc([N+](=O)[O-])cc1	3%
Nc1nc(SCC(=O)NCc2ccccc2)nc2sc3c(c12)CCCC3	11%
Cc1cc2c(cc1C)CN(c1ccc(C(=O)N/N=C/c3ccc(O)cc3)cc1)C2	18%
CCOC(=O)c1c(NC(=O)c2ccc(OC)c(OC)c2)sc(C(=O)Nc2ccccc2F)c1C	8%
COc1ccc(COC(=O)C2=C(C)NC3=C(C(=O)CCC3)C2c2ccccc2[N+](=O)[O-])cc1 (centres undefined)	18%
O=C1/C(=C\c2cc(Cl)c(O)c(Cl)c2)SC(=S)N1Cc1ccccc1	35%
O=[N+]([O-])c1ccc(/C=N/n2cnnc2SCc2ccccc2)cc1	13%
Cc1ccc(C(=O)NC(=S)Nc2ccc(F)cc2)cc1C	16%
Cc1ccc(-n2cnc3cc(N=Cc4ccccc4[N+](=O)[O-])ccc32)cc1	1%
Clc1ccc2nc(N3CCN(c4ccccc4Cl)CC3)nc(-c3ccccc3)c2c1	17%
Cc1ccc(S(=O)(=O)Oc2cccc(/C=C3\SC(=S)NC3=O)c2)cc1	53%*
Cc1ccc(N(CC(=O)Nc2ccc(Oc3ccccc3)cc2)S(C)(=O)=O)cc1	8%
CC1(C)CC(=O)C2=C(C1)Nc1ccccc1NC2c1coc2ccccc2c1=O (centres undefined)	4%
CS(=O)(=O)Nc1ccc(S(=O)(=O)N2CCOCC2)cc1	0%
O=C(O)CCNC(=O)/C(=C\c1ccccc1)NC(=O)c1ccccc1	1%
CCCC1=C(C(=O)OCC)C(c2cccc(Oc3ccccc3)c2)C(C#N)=C(N)O1 (centres undefined)	11%
COc1ccc(/C=C/C=C/CO)cc1	17%
COc1ccc(Cl)c(NC(=O)c2cc(I)cc(I)c2O)c1	14%
CC(Oc1ccc(/C=C2/SC(=O)NC2=O)cc1)C(=O)O (centres undefined)	10%
COc1ccc(/C=C2\C=C(c3ccc(C)cc3)OC2=O)cc1C	8%
CCOC(=O)C1CCN(Cc2ccc(O)c(OC)c2)CC1	8%
O=C1/C(=C/c2cccc([N+](=O)[O-])c2)SC(=S)N1c1cccc(Br)c1	4%
COc1cccc(/C=N/NC(=O)c2ccc(F)cc2)c1O	12%
CCOC(=O)Nc1ccc(C(C)CC)cc1 (centres undefined)	0%
Cc1ccc(Cl)cc1NC(=O)CCSc1ccc(Cl)cc1	12%
COc1ccc(/C=C/C(=O)Nc2c(C)cccc2C(C)C)cc1	11%
COc1cc(/C=C(\C#N)C(N)=O)ccc1O	6%
CC(=O)NS(=O)(=O)c1ccc(NC(=O)c2cc([N+](=O)[O-])ccc2Cl)cc1	0%
CCOC(=O)c1ccc2c(c1)nc(C)n2CCO	0%
O=C(COc1c(Br)cc(Br)cc1Br)N/N=C/c1cc(I)ccc1O	0%
CCn1c2ccccc2c2cc(C3C(C(=O)OC)=C(C)NC4=C3C(=O)CCC4)ccc21 (centres undefined)	13%
Cc1c(NC(=O)CN(c2ccc(F)cc2)S(=O)(=O)c2ccccc2)c(=O)n(-c2ccccc2)n1C	1%
CCOC(=O)C1=C(C)N=c2s/c(=C/c3cc(C)n(-c4ccc(C)cc4)c3C)c(=O)n2C1c1ccccc1OC (centres undefined)	9%
Cc1ccc(OCCOCCOc2ccc(Cl)cc2/C=N\n2cnnc2)cc1	42%
O=C(O)CCC(=O)N1N=C(c2ccccc2)CC1c1cccs1 (centres undefined)	6%
O=[N+]([O-])c1ccc(/C=C/c2cn(-c3ccccc3)nc2-c2ccc(Cl)cc2)o1	11%

# Continuation:
structure	RNase H inhibition
COc1ccc(/C=N/N(C)c2ccc([N+](=O)[O-])cc2[N+](=O)[O-])cc1OC	26%
COc1ccc(C(=O)NC(=S)Nc2cccc(-c3nc4ccccc4o3)c2)cc1	20%
Nc1c(Cl)cc(-n2c(=O)c3cc4c(=O)n(-c5cc(Cl)c(N)c(Cl)c5)c(=O)c4cc3c2=O)cc1Cl	4%
CCN(CC)CC(=O)Nc1c(-c2ccccc2)c2cc(Br)ccc2[nH]c1=O	0%
NNC(=O)c1cc(-c2ccc(N)cc2)nc2ccc(Br)cc12	4%
O=C(Nc1cccc(S(=O)(=O)c2cccc(NC(=O)c3cccs3)c2)c1)c1cccs1	20%
Cc1ccc2c(c1)N(C(=O)c1cccc([N+](=O)[O-])c1)C(C)(C)c1ssc(=S)c1-2	14%
COc1ccccc1-n1c(C=C2C(=O)N(C)c3ccccc32)nc2ccccc2c1=O	22%
O=C(NC(=S)Nc1ccc([N+](=O)[O-])cc1)c1ccc(I)cc1	41%
CCOc1ccccc1N(CC(=O)Nc1ccc(I)cc1)S(C)(=O)=O	8%
O=C(Nc1ccccc1)O/N=C\c1ccc(F)cc1	5%
O=[N+]([O-])c1cccc(CN2CCN(Cc3ccc4c(c3)OCO4)CC2)c1	0%
COc1cc(/C=N/N2CCN(c3ccccc3OC)CC2)ccc1OC(C)=O	2%
Cc1c(NC(=O)Nc2ccc3ccccc3c2)c(=O)n(-c2ccccc2)n1C	0%
CCCCN(C)Cc1ccc2c(c1)c1ccccc1n2CC	13%
COc1ccc(OCCNC(=O)Nc2cc(F)c(F)cc2Cl)cc1	7%
Cc1cccc(NC(=O)c2cnccn2)c1	30%
COCc1cc(C)nc2sc(C(=O)OC)c(N)c12	2%
CN1CCN(Cc2c(O)ccc3c(=O)c(-c4ccc(Cl)cc4)coc23)CC1	12%
O=C(N/C(=C/c1ccc(Cl)cc1)c1nc2ccccc2[nH]1)c1ccco1	8%
O=C(Nc1cccc(Cl)c1)Nc1nnc(C(c2ccccc2)c2ccccc2)s1	1%
CC1=C(C(=O)Nc2ccccc2)C(c2ccc(C)cc2)NC(=S)N1 (centres undefined)	2%

# Screening data: PubChem, MTDP

# Not all compounds are listed, so the mix of outcomes need not match the whole.
